Akt phos inh: inhibitors of Akt phosphorylation | Neuro2A IGF-stimulated pAkt S473 HTRF, 20 min; active compounds read low | activity change, % for hits at 50 µM | hit rate 0.32% among 360,000 | AID 651550; in the data active = activity change below about -80%; inconclusive = mostly about -51% to -80%; also: % is scaled to controls: 0 for no effect and ±100 for the full control effect
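Single-point screen (50 µM final compound) in Neuro2A cells stimulated 20 min with 6 nM IGF at 37 deg C. After lysis, Ser473-phosphorylated Akt read by HTRF (ex 330 nm, em 615/665 nm) as the 665/615 ratio.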
MmCpn inh: M. maripaludis TRiC chaperonin inhibition; AID 504842; purified Mm-Cpn ATPase, ADP Transcreener TR-FRET; hit rate 0.031% among 330,000; Potency, µM (titrated, usually from 76.9 µM), for inactives: at the top dose activity, negative = inhibition, actives largely listed as inhibitors; also: potency is read from the fitted curve at half-maximal effect; % is scaled to controls: 0 for no effect and ±100 for the full control effect; nearly all actives have a fitted effect of over 80% in size
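ATPase read-out: TR-FRET ADP immunoassay (anti-ADP Eu cryptate vs ADP-d2), ex 320 nm, em 590/665 nm; signal drops as ADP forms. Enzyme 25 nM, ATP 10 uM, 30 min at 37°C after 10 min compound preincubation.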
FUS yeast rescue: FUS proteinopathy suppression in yeast. S. cerevisiae FUS-expressing, growth rescue, OD600, 24 h. Potency, µM (top dose mostly 76.6 µM), for the others: at the top dose growth rescue (activation), actives largely listed as activators. hit rate 0.24% among 390,000;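 also: potency is read from the fitted curve at half-maximal effect; plate controls were DMSO vehicle for no effect and reference control for full effect; nearly all actives have a fitted effect of over 55% in size; some results filed as inactive show a strong effect at the top dose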
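Quantitative HTS measuring growth restoration of FUS-toxic yeast. Galactose-induced cells (OD 0.005) were exposed 24hr at 30C to compounds at several concentrations, then absorbance at 600 nm was recorded.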
HEK293 tox: cytotoxic in the GLP-1 receptor inverse agonist counter-screen. HEK293 cAMP-luciferase reporter cells, luminescence, 24 h. Potency, µM (doses to about 38.3 µM), without a hit: at the top dose activity change, negative = inhibition, actives largely listed as inhibitors. hit rate 0.13% among 410,000;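 also: loss of luciferase light is scored as toxicity; potency is read from the fitted curve at half-maximal effect; % is scaled to controls: 0 for no effect and ±100 for the full control effect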
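Luminescence readout: signal drop marks cytotoxicity. Plated cells grew 12 h at 37 °C, 5% CO2, received 23 nL compound for 24 h, then got luciferase reagent, read after 12 min at RT.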
GLP1R inv ag: GLP-1 receptor (human) inverse agonism; P43220; HEK293 GLP-1R CRE-luciferase, luminescence, 24 h; GLP-1R form is constitutively active; Potency, µM (series often up to 38.3 µM), inactives show at the top dose activity change, negative = inhibition, usual class: inhibitors; hit rate 1.6% among 410,000; AID 624417; also: potency is read from the fitted curve at half-maximal effect; % is scaled to controls: 0 for no effect and ±100 for the full control effect; nearly all actives have a fitted effect of over 55% in size
Target sequence (P43220 whole entry, looked up): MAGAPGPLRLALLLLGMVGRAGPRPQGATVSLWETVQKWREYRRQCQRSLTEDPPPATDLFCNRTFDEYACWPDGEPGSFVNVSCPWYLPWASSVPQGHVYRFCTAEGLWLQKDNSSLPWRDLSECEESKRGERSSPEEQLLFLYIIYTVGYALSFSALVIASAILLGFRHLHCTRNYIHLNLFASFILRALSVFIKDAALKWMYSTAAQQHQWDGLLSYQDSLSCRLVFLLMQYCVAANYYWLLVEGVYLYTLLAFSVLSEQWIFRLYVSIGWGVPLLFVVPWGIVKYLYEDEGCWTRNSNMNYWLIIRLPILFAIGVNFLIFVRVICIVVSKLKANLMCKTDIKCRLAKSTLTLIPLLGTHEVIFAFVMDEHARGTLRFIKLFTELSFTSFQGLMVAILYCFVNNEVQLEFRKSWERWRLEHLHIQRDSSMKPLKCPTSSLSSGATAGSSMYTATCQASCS
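Readout was luciferase luminescence, measured 12 min after detection reagent at room temperature. Beforehand, GLP-1R reporter HEK293 cells had sat 12 h, then received compounds for 24 hr at 37 deg C.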
aSyn yeast inh: alpha-synuclein toxicity inhibition in yeast; hit rate 0.14% among 370,000; Potency, µM (doses to about 46.1 µM), for inactives: at the highest dose growth rescue (activation), actives largely listed as activators; Yeast expressing alpha-synuclein, growth rescue, BacTiter-Glo, 24 h; also: potency is read from the fitted curve at half-maximal effect; % of control where 0% means no effect; nearly all actives have a fitted effect of over 65% in size
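Galactose-induced alpha-syn yeast (OD600=0.02, raffinose-pregrown) + pinned cpd, 24 hr, 30 deg C; growth by BacTiter-Glo luminescence. Growth restoration scores as activation.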
Abeta yeast res: compounds reversing amyloid beta toxicity in yeast; Potency, µM (series often up to 46.1 µM), for inactives: at the top dose growth rescue, hits mostly activators; yeast expressing A-beta42, growth rescue, OD600, 48 h; response scale: 0% DMSO, 100% iron-clioquinol control; AID 1347071; hit rate 0.063% among 410,000; also: potency is read from the fitted curve at half-maximal effect; nearly all actives have a fitted effect of over 55% in size
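Yeast A-beta toxicity model in growth medium with pinned compounds, 48 h at 30 C; growth read as absorbance at 600 nm. Normalized to FeCl3/clioquinol equimolar mix (positive) and DMSO (negative).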
PTHR1 agonist: activates the human parathyroid hormone receptor PTHR1 | hit rate 0.075% among 410,000 | Q03431 | Potency, µM (top dose mostly 115 µM), inactives show top-dose activation, most hits filed as activators | HEK293 GP2 PTHR1 cells, GloSensor cAMP luminescence, 1 h | AID 743266; also: potency is read from the fitted curve at half-maximal effect; nearly all actives have a fitted effect of over 55% in size; some results filed as inactive show a strong effect at the top dose; inactives centre near -15; many of its hits are not listed in these tables
Target sequence (Q03431 whole entry, looked up): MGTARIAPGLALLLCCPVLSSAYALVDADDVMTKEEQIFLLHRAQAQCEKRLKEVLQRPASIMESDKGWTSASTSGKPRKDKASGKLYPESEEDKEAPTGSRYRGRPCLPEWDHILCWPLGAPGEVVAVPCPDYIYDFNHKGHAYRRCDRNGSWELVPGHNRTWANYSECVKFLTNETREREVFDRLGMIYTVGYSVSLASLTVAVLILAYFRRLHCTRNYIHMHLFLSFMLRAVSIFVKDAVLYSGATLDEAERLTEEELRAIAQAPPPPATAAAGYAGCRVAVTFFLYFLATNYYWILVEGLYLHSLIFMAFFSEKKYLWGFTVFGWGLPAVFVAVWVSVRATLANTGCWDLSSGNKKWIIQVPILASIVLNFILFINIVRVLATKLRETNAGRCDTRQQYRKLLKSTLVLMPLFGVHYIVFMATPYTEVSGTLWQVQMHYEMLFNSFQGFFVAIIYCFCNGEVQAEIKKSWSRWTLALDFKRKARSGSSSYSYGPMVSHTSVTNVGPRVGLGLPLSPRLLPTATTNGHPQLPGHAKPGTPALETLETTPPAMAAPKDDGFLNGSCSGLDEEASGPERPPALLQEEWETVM
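HEK-293-derived GP2 cells expressing PTHR1 and a GloSensor cAMP reporter, 3,000/well, plated overnight, given luciferin plus IBMX (each 0.5 mM as added) for 1 h at 37 °C, then compound for 1 h at 37 °C. Luminescence was read after 15 min at room temperature.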
TDP43 rescue: rescues yeast growth from TDP-43 toxicity; TDP-43 expressing yeast growth rescue, BacTiter-Glo, 24 h; Potency, µM (titrated, usually from 46.1 µM), for the others: top-dose growth rescue (activation), most hits filed as activators; hit rate 1.8% among 410,000; also: potency is read from the fitted curve at half-maximal effect; % of control where 0% means no effect; nearly all actives have a fitted effect of over 50% in size
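In this qHTS, compounds that restore growth of yeast expressing TDP-43 appear as activators. Cells (OD600=0.02, galactose medium, raffinose-pregrown) are incubated with compound 24 hr at 30 deg C and growth is quantified by BacTiter-Glo.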
* marks the source's active call; other numbers are inactive results; [ ] = another dose, or the depositor's remark. Unless noted, calls follow the shape of the dose curve; as a rule, active = well fitted curve in the direction sought with a large enough effect; inconclusive = small, poorly fitted or top-dose-only effect, or another doubt; inactive = no such curve, though single readings can be large; an effect the other way counts as inactive or inconclusive. A portion of the library (hit frequency here may not be typical).

Results for CCOc1ncccc1C(=O)Nc1ccc(-c2cn3ccsc3n2)cc1 ?
Akt phos inh: inactive; MmCpn inh: -11%; FUS yeast rescue: 42%; HEK293 tox: 22%; GLP1R inv ag: 42%[activator]; aSyn yeast inh: -1%; Abeta yeast res: 0%; PTHR1 agonist: -4%[57.5 µM]; TDP43 rescue: -6%

What do the screens show for `COc1ccc(NC(=O)C(c2ccc(C(F)(F)F)cc2)n2c(=O)c(-c3cc4ccccc4[nH]3)nc3ccccc32)cc1` (configuration not stated)?
Akt phos inh: inactive; FUS yeast rescue: 43%; GLP1R inv ag: inconclusive; aSyn yeast inh: -4%; Abeta yeast res: 14%; PTHR1 agonist: inactive; TDP43 rescue: inconclusive

Results for O=C(NC1c2ccccc2-c2ccccc21)N1CCOCC1 ?
Akt phos inh: inactive; MmCpn inh: 3%; FUS yeast rescue: -2%; HEK293 tox: 15%; GLP1R inv ag: 0%; aSyn yeast inh: 2%; Abeta yeast res: 2%; PTHR1 agonist: -15%; TDP43 rescue: -22%

How did CCOc1ccc(C(=O)NCc2nc3cccnc3n2Cc2ccc(F)cc2)cc1OCC do in these assays?
FUS yeast rescue: -1%; HEK293 tox: 0%; GLP1R inv ag: 43%[activator]; Abeta yeast res: -9%; PTHR1 agonist: inactive; TDP43 rescue: 2%

Results for O=C(O)c1cccc(NC(=O)c2cccc(NC(=O)C3CCCO3)c2)c1 (configuration not stated) ?
Akt phos inh: inactive; MmCpn inh: -1%; FUS yeast rescue: 21%; HEK293 tox: 2%; GLP1R inv ag: inconclusive; aSyn yeast inh: -6%; Abeta yeast res: 2%; PTHR1 agonist: -14%[57.5 µM]; TDP43 rescue: -11%

What do the screens show for `O=C(CSc1nc2ccc(Cl)cc2[nH]1)Nc1ccc2[nH]c(=O)[nH]c2c1`?
Akt phos inh: inactive; MmCpn inh: -2%; FUS yeast rescue: 50%; HEK293 tox: 3%; GLP1R inv ag: 32%[activator]; aSyn yeast inh: -4%; Abeta yeast res: 2%; PTHR1 agonist: -8%; TDP43 rescue: 4%

What do the screens show for `O=C(NCCCn1ccnc1)/C(=C/c1ccco1)NC(=O)c1ccco1`?
Akt phos inh: inactive; MmCpn inh: -5%; FUS yeast rescue: 4%; HEK293 tox: 9%; GLP1R inv ag: 17%; aSyn yeast inh: -2%; Abeta yeast res: -5%; PTHR1 agonist: inactive; TDP43 rescue: -31%[inhibitor]

What do the screens show for `CCCOc1ccc(CNC(=O)c2cc3ccccn3n2)cc1`?
FUS yeast rescue: 3%; HEK293 tox: -1%; GLP1R inv ag: 11%; Abeta yeast res: -10%; PTHR1 agonist: -29%; TDP43 rescue: 19%

Results for Cc1ccc(S(=O)(=O)N(C)C)cc1NC(=O)COC(=O)C1CCCC1 ?
Akt phos inh: inactive; MmCpn inh: 0%; FUS yeast rescue: 21%; HEK293 tox: 0%; GLP1R inv ag: -4%; aSyn yeast inh: -5%; Abeta yeast res: -11%; PTHR1 agonist: -7%; TDP43 rescue: -30%

Results for CCN(CC)CCCNc1ccc(-c2nnc(-c3ccc(OCC(C)C)cc3)o2)cn1 ?
Akt phos inh: inactive; MmCpn inh: -1%; FUS yeast rescue: 33%; HEK293 tox: -18%; GLP1R inv ag: inconclusive; aSyn yeast inh: inconclusive; Abeta yeast res: 0%; PTHR1 agonist: -16%; TDP43 rescue: -15%

What do the screens show for `COc1cccc(C(c2sc3nc(-c4ccco4)nn3c2O)N2CCC3(CC2)OCCO3)c1` (configuration not stated)?
FUS yeast rescue: 15%; HEK293 tox: 1%; GLP1R inv ag: 2%; Abeta yeast res: 5%; PTHR1 agonist: inactive; TDP43 rescue: 24%

How did O=C(Cn1ccc(=O)[nH]c1=O)Nc1nccs1 do in these assays?
Akt phos inh: inactive; FUS yeast rescue: -6%; HEK293 tox: -4%; GLP1R inv ag: 2%; aSyn yeast inh: -4%; Abeta yeast res: -1%; PTHR1 agonist: inactive; TDP43 rescue: 4%

What do the screens show for `CCOC1=C2[C@H](c3ccccc3)N(S(=O)(=O)c3ccc(C)cc3)C[C@H]2n2c(=O)n(-c3ccccc3)c(=O)n2C1`?
Akt phos inh: inactive; FUS yeast rescue: -21%; HEK293 tox: 1%; GLP1R inv ag: 28%; aSyn yeast inh: -2%; Abeta yeast res: -16%; PTHR1 agonist: 11%; TDP43 rescue: 12%

What do the screens show for `CCCCn1nnnc1C1(C)CCC(=O)N1CCc1c[nH]c2ccccc12` (configuration not stated)?
Akt phos inh: inactive; FUS yeast rescue: 1%; HEK293 tox: 2%; GLP1R inv ag: 17%; aSyn yeast inh: -11%; Abeta yeast res: -7%; PTHR1 agonist: inactive; TDP43 rescue: inconclusive

Results for CCCc1cc(=O)[nH]c(SCC(=O)Nc2nonc2N)n1 ?
Akt phos inh: inactive; MmCpn inh: -1%; FUS yeast rescue: 1%; HEK293 tox: -20%; GLP1R inv ag: -12%; aSyn yeast inh: -5%; Abeta yeast res: 2%; PTHR1 agonist: -22%[57.5 µM]; TDP43 rescue: -14%

Results for Cc1ccc(C)c(Nc2nn3c(=O)c4ccc(C(=O)N(C)Cc5ccccc5)cc4nc3s2)c1 ?
FUS yeast rescue: 8%; HEK293 tox: 2%; GLP1R inv ag: -30%; Abeta yeast res: -2%; PTHR1 agonist: inactive; TDP43 rescue: inconclusive

Results for Cc1ccc(NS(=O)(=O)c2cccc(C(=O)NNC(=O)c3ccco3)c2)c(C)c1 ?
Akt phos inh: inactive; MmCpn inh: 0%; FUS yeast rescue: 12%; HEK293 tox: -7%; GLP1R inv ag: -11%; aSyn yeast inh: -2%; Abeta yeast res: -2%; PTHR1 agonist: -2%; TDP43 rescue: -4%

What do the screens show for `O=C(Cn1c(-c2cscn2)nc2ccccc21)Nc1ccccc1F`?
Akt phos inh: inactive; MmCpn inh: -9%; FUS yeast rescue: 24%; HEK293 tox: -18%; GLP1R inv ag: -9%; aSyn yeast inh: -8%; Abeta yeast res: 12%; PTHR1 agonist: inactive; TDP43 rescue: -15%

What do the screens show for `CN(Cc1ccccc1F)c1nc(-c2cccnc2)nc2ccccc12`?
Akt phos inh: inactive; MmCpn inh: -1%; FUS yeast rescue: 24%; HEK293 tox: 8%; GLP1R inv ag: inconclusive; aSyn yeast inh: 0%; Abeta yeast res: -10%; PTHR1 agonist: -93%[inhibitor]; TDP43 rescue: 8%

Results for Cc1ccc([N+](=O)[O-])cc1CN1CCN(c2ncc(Cc3ccccc3)cn2)CC1 ?
Akt phos inh: inactive; FUS yeast rescue: 12%; HEK293 tox: -6%; GLP1R inv ag: inconclusive; aSyn yeast inh: -10%; Abeta yeast res: 8%; PTHR1 agonist: -33%[inhibitor]; TDP43 rescue: 19%

How did CC(=O)CN1C(=O)NC(c2ccccc2)(c2ccccc2)C1=O do in these assays?
Akt phos inh: inactive; MmCpn inh: 0%; FUS yeast rescue: 9%; HEK293 tox: 4%; GLP1R inv ag: -17%; aSyn yeast inh: 1%; Abeta yeast res: -5%; PTHR1 agonist: -4%; TDP43 rescue: -19%

What do the screens show for `COc1cc2[nH]c(=O)n(C3CCCCC3)c(=O)c2cc1OC`?
Akt phos inh: inactive; MmCpn inh: 7%; FUS yeast rescue: -7%; HEK293 tox: 4%; GLP1R inv ag: -2%; aSyn yeast inh: -1%; Abeta yeast res: -1%; PTHR1 agonist: inactive; TDP43 rescue: -8%

Results for CCOC(=O)C1(CCOc2ccccc2)CCN(Cc2cccc(OC)c2OC)CC1 ?
Akt phos inh: inactive; MmCpn inh: 1%; FUS yeast rescue: 2%; HEK293 tox: -4%; GLP1R inv ag: 10µM*; aSyn yeast inh: 6%; Abeta yeast res: 8%; PTHR1 agonist: -17%; TDP43 rescue: -13%[1.82 µM]

Results for CC(=O)NC1(C(F)(F)F)C(=O)Nc2c1c(=O)[nH]c(=O)n2CC(C)C (configuration not stated) ?
Akt phos inh: inactive; MmCpn inh: 1%; FUS yeast rescue: -17%; HEK293 tox: 8%; GLP1R inv ag: -14%; aSyn yeast inh: -3%; Abeta yeast res: -5%; PTHR1 agonist: -23%; TDP43 rescue: 0%

Compounds shown so far with a furan ring, fused or not, in the order listed:
What do the screens show for `O=C(NCCCn1ccnc1)/C(=C/c1ccco1)NC(=O)c1ccco1`?
Akt phos inh: inactive; MmCpn inh: -5%; FUS yeast rescue: 4%; HEK293 tox: 9%; GLP1R inv ag: 17%; aSyn yeast inh: -2%; Abeta yeast res: -5%; PTHR1 agonist: inactive; TDP43 rescue: -31%[inhibitor]

What do the screens show for `COc1cccc(C(c2sc3nc(-c4ccco4)nn3c2O)N2CCC3(CC2)OCCO3)c1` (configuration not stated)?
FUS yeast rescue: 15%; HEK293 tox: 1%; GLP1R inv ag: 2%; Abeta yeast res: 5%; PTHR1 agonist: inactive; TDP43 rescue: 24%

Results for Cc1ccc(NS(=O)(=O)c2cccc(C(=O)NNC(=O)c3ccco3)c2)c(C)c1 ?
Akt phos inh: inactive; MmCpn inh: 0%; FUS yeast rescue: 12%; HEK293 tox: -7%; GLP1R inv ag: -11%; aSyn yeast inh: -2%; Abeta yeast res: -2%; PTHR1 agonist: -2%; TDP43 rescue: -4%
